Neddylation inh: inhibitors of human cullin neddylation; P61081+Q13564; TR-FRET cullin neddylation, biochemical; calls only at 25 µM; 360,000 compounds, 0.58% hits; in the data active = inhibition above about 36%
MsrA inh: inhibitors of bovine MsrA. purified bovine MsrA, absorbance read-out. 360,000 compounds, 0.75% hits. inhibition, % at 15.5 µM; in the data active = inhibition above about 4.5%;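 also: 0% = vehicle wells with enzyme and 100% = reference inhibitor wells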
E coli Lon inh: inhibits E. coli Lon protease | P0A9M0 | AID 602123 | purified E. coli Lon protease, fluorescence polarization | 360,000 compounds, 0.42% hits | inhibition, % at 7.94 µM; in the data active = inhibition above about 13%, passing the limit was not always enough;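 also: 0% = enzyme with probe and DMSO and 100% = no enzyme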
Rin1 Abl inh: human Rin1-Abl interaction inhibition; TR-FRET Rin1/Abl binding, biochemical; 360,000 compounds, 0.4% hits; P00519+Q13671; inhibition, % at 7.35 µM; in the data active = inhibition above about 5%, passing the limit was not always enough
Target sequence (P00519 whole entry, looked up): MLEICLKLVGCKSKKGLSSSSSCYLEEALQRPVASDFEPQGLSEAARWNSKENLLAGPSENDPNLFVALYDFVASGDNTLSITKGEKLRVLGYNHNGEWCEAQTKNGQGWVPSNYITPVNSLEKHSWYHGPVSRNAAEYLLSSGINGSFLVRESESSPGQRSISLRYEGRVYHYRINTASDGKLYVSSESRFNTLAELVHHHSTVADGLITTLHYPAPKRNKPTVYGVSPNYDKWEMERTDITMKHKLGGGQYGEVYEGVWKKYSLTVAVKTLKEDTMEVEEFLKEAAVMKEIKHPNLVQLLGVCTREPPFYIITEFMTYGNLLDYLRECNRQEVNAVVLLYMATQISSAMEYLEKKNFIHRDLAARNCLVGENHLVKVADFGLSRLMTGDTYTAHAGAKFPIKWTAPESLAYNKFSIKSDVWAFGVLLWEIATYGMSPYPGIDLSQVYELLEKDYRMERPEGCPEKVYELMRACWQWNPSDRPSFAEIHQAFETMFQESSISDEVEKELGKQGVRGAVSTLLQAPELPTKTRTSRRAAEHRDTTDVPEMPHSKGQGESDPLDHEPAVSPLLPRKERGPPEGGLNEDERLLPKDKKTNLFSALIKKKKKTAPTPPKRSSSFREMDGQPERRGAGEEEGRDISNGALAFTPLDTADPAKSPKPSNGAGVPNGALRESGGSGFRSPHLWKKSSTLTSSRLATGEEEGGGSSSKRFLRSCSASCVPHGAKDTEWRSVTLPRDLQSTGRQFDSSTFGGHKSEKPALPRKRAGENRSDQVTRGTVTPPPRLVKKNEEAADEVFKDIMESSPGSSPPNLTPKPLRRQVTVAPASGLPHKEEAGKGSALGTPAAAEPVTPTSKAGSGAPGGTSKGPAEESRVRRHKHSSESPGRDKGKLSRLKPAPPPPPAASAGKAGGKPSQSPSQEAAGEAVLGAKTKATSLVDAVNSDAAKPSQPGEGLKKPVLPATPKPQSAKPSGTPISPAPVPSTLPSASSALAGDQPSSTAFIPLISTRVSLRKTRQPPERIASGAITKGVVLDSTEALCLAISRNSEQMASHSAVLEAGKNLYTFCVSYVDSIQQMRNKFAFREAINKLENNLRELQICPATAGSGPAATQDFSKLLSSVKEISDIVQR
Target sequence (Q13671 whole entry, looked up): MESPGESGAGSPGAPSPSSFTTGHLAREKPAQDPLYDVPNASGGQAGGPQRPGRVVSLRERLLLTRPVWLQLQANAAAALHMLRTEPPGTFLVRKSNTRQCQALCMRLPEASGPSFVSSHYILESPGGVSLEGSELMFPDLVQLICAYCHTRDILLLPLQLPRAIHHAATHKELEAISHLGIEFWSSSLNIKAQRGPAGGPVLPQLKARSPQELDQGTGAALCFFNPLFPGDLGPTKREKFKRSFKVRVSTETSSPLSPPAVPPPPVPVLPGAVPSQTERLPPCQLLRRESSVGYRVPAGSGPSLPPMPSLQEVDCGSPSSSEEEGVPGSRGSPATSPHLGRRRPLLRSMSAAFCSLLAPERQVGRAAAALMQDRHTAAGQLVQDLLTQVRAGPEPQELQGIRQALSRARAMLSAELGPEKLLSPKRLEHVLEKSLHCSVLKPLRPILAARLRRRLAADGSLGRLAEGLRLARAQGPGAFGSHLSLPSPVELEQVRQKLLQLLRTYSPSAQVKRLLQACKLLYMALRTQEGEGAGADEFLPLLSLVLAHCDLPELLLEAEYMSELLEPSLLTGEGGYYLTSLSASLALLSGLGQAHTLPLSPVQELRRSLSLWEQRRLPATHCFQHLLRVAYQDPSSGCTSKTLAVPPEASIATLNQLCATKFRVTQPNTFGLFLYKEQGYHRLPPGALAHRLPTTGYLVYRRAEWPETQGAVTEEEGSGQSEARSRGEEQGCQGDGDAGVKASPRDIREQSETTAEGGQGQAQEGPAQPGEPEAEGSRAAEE
MT1-MMP act inh: inhibitors of human MT1-MMP activation | P50281 | HT1080 RFP-PRO-GFP cells, GFP/RFP ratio fluorescence, overnight; percent of plate control window, DMSO zero | GFP/RFP ratio change, % at 20 µM | 360,000 compounds, 0.061% hits | AID 651647;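 active = GFP/RFP ratio change of at least 30% with cell ATP level not reduced by more than half and red fluorescence within 50% of control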; also: strong numbers were not always called active
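system = RFP-PRO-GFP reporter HT1080 cells | dosing = 20 µM single dose, 1% DMSO | timing = overnight cell settling, then overnight compound exposure, 37 °C, 5% CO2 | read-out basis = GFP/RFP fluorescence ratio | controls = DMSO and RFP-L50D-GFP cell wells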
SKN-1 block: blocks SKN-1 activity in C. elegans; C. elegans VP596 Pgst-4::GFP/RFP ratio, acrylamide-induced, 24 h; inhibition, % at 21.8 µM; 360,000 compounds, 0.49% hits; AID 624304;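 active = interference check ratio from 0.5 to 1.5 plus GFP to RFP signal ratio inhibition reaching or exceeding a fixed threshold, cut at about 30% in these data, passing the limit was not always enough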; also: some compounds called inactive have numbers as strong as hits
CendR NRP1 mod: NRP-1/CendR interaction modulation | O14786 | FAM-RPARPAR peptide binding to NRP-1, fluorescence polarization | inhibition, % at 25 µM | 360,000 compounds, 0.85% hits | AID 602438;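 active = inhibition or corrected inhibition above about 18%, plus a signal ratio from 0.5 to 1.5, limit read from the data, passing the limit was not always enough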; also: strong numbers were not always called active
bovine MsrA act: bovine methionine sulfoxide reductase A activation; 360,000 compounds, 0.3% hits; purified bovine MsrA, absorbance read-out; AID 602163; activation, % at 10.6 µM; in the data active = activation above about 7.5%;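 also: 0% = vehicle and 100% = reference activator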
FAS TE block: FAS thioesterase (human) inhibition | inhibition, % at 15 µM | recombinant FAS-TE, OMFH fluorogenic substrate, fluorescence endpoint | 360,000 compounds, 0.67% hits | AID 602261 | P49327;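 active = compounds whose normalised, plate-corrected inhibition of enzyme fluorescence in the single-dose primary screen is 50% or more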;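 also: 0% = DMSO with enzyme and 100% = substrate without enzyme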
Starred values were filed as active, the others as inactive; i = inactive; . = not tested or not shown; & = joins results of further samples.

SMILES | Neddylation inh | MsrA inh | E coli Lon inh | Rin1 Abl inh | MT1-MMP act inh | SKN-1 block | CendR NRP1 mod | bovine MsrA act | FAS TE block
Cc1cccc(C(=O)N[C@H](C(=O)Nc2nccs2)C(C)C)c1 | i | 0.2 | -10.4 | -0.6 | 0.6 | 5.4 | -1.4 | -1.1 | -8.7
Cc1ccc(-c2cn(-c3ccccc3)c3[n+]2CCCS3)cc1 | i | -0.6&-0.8 | -2.4&4.4 | 1.2&3.7 | -2.4&-10.7 | -9.4&5.6 | 10.0&4.0 | -7.6&-1.7 | -14.3&-2.4
CCCN(C(=O)c1cccc(S(=O)(=O)N2CCN(C)CC2)c1)c1c(N)n(Cc2ccccc2)c(=O)[nH]c1=O | i | 0.5 | -3.3 | 3.9 | 5.5 | 21.0 | 2.4 | -2.4 | -7.4
COc1ccccc1CNC(=O)C1CCC(CNS(=O)(=O)c2cccc3cccnc23)CC1 (centres undefined) | i | -0.3 | 7.1 | 1.9 | 5.1 | -12.1 | 3.1 | -2.6 | -5.6
Cn1c(C(=O)NCc2ccccn2)cc2c(=O)n3ccccc3nc21 | . | 1.0 | 3.1 | -2.5 | 7.6 | 12.3 | -3.1 | -0.3 | -4.8
CCCCCCCCNS(=O)(=O)CCNCCc1ccccc1 | i | -1.2 | 3.5 | 0.6 | 0.9 | 13.8 | -3.2 | -2.1 | 10.4
CC1CN(CCn2cnc3c(N)ncnc32)CC(C)O1 (centres undefined) | i | 1.3 | -1.6 | 1.1 | 0.2 | 2.8 | 6.1 | -2.1 | -6.2
O=C(O)c1ccc(NC(=O)c2cccc(C(=O)Nc3ccc(C(=O)O)cc3)c2)cc1 | i | 1.0 | 10.8 | 1.9 | -2.8 | -6.5 | -2.1 | -5.7 | -5.0
COc1ccc(Br)c(C(=O)NCCC(C)C)c1 | i | -0.7 | -12.1 | 2.4 | 5.5 | 0.9 | -1.6 | -9.2 | -12.7
COc1ccc(-n2cnc3c(cnn3CCC#N)c2=N)cc1 | i | 0.4 | 8.6 | 0.2 | -0.7 | 18.2 | -15.8 | -2.9 | -6.4
Cc1ccc([N+](=O)[O-])cc1CN1CCN(c2ncc(Cc3ccccc3)cn2)CC1 | i | 1.7 | . | . | -0.9 | -12.5 | 6.8 | . | .
Cc1noc(C)c1COc1ccccc1C(=O)NCc1ccco1 | i | 1.3 | -5.3 | 1.1 | 2.8 | 9.4 | -2.9 | -3.5 | -7.4
Cc1ccccc1-n1c(Cc2cccs2)n[nH]c1=S | i | -0.9 | -0.4 | -0.2 | 2.2 | 10.1 | 0.6 | 2.9 | -4.1
CC1=CN2C(=N)/C(=C\c3cn(CCCOc4ccccc4)c4ccccc34)C(=O)N=C2S1 | i | -0.8 | -5.0 | -1.1 | 4.0 | 13.1 | -9.3 | -3.3 | 8.2
CCc1ccc(OCc2ccc(C(=O)NCc3ccccn3)o2)cc1 | i | -0.2 | -1.7 | 3.6 | 6.8 | -1.9 | 1.2 | -3.0 | -1.6
CCc1cccc(C)c1NC(=S)NCC1CCN(c2ccc(OC)cc2)C1 (centres undefined) | i | -0.1 | 3.0 | 5.3 | -9.4 | 16.6 | 12.3 | -0.6 | -35.8
Oc1ccccc1C=NC(c1ccccc1)C(O)c1ccccc1 (centres undefined) | i | -2.0 | -6.9 | -3.4 | 1.9 | 9.6 | -4.7 | 1.1 | -8.6
[N-]=[N+]=NCCN1CCN(CCc2ccccc2)CCC1=O | i | 0.2 | 6.3 | 2.5 | -1.2 | -2.5 | -2.5 | 3.8 | -23.9
O=C(CN1C(=O)NC2(CCc3ccccc32)C1=O)Nc1ccccc1C(F)(F)F (centres undefined) | i | -0.8 | -3.2 | 3.0 | 1.1 | -1.1 | 12.3 | -1.6 | -2.0
O=C(Cc1ccccc1)NCC(=O)Nc1cccc(Br)c1 | i | 0.0 | -5.3 | 1.6 | -1.5 | 1.3 | 0.0 | -3.9 | -1.1
Cc1cccc(NC(=O)c2ccccc2OCC(=O)c2ccc(F)cc2)c1 | i | -0.1 | -8.7 | -2.5 | -0.5 | -5.8 | -5.2 | -2.1 | -1.7
O=C(c1ccccc1)c1ccc(OCC(=O)N2CCOCC2)cc1 | i | -0.4 | 5.5 | 3.4 | 1.3 | -14.6 | -9.1 | -0.7 | -3.7
O=C(N/N=C/c1cccnc1)c1cccc(S(=O)(=O)N2CCCC2)c1 | i | -0.9 | 2.6 | 0.2 | 3.9 | -8.5 | -6.5 | -2.2 | -4.8
CCOc1ccsc1C(=O)OC | i | -0.3 | 4.5 | -5.3 | 2.2 | 6.6 | -6.1 | -4.0 | -6.2
COc1ccccc1C(=O)c1cc2ccc(O)cc2oc1=O | i | 2.8 | -1.0 | -0.2 | -8.6 | 2.0 | -4.1 | -2.7 | -4.5
O=C(O)C(c1ccccc1)C(O)c1ccc2c(c1)OCO2 (centres undefined) | i | -1.4 | -1.5 | -0.8 | -2.6 | 9.8 | -5.8 | 0.4 | -4.2
COC(=O)C(NC(=O)c1ccccc1)(Nc1nc(C)cs1)C(F)(F)F (centres undefined) | i | -1.9 | -1.9 | 2.7 | -3.4 | -7.1 | -1.7 | -10.9 | -8.2
CC(=O)Nc1ccc2c(c1)nc1n2CCN(C(C)c2ccccc2)C1 (centres undefined) | . | 0.9 | 3.1 | 2.5 | -3.2 | -5.6 | -12.8 | -2.6 | -2.6
CCCCNC(=O)C1(C)CCCCN1Cc1ccc2ccccc2c1 (centres undefined) | i | 3.2 | -6.7 | -3.1 | -1.2 | 11.3 | -1.7 | 0.1 | 16.2
Cc1ccc(-n2ncc3c2CC(C)(C)CC3NC(=O)Cc2c(C)noc2C)cc1 (centres undefined) | i | -0.9 | -10.4 | 1.7 | 7.0 | 3.0 | 3.8 | -8.6 | -2.1
CC(C)C(NS(=O)(=O)/C=C/c1ccccc1)C(=O)NCc1ccc(F)cc1 (centres undefined) | i | 1.3 | 4.0 | 2.8 | -1.4 | 6.1 | 5.5 | -4.5 | 1.8
O=C(COc1ccc(Br)cc1)N(Cc1ccco1)C1CCS(=O)(=O)C1 (centres undefined) | i | -1.6 | -2.5 | 0.0 | -0.8 | 8.1 | 14.2 | -0.3 | 2.5
CN1C(=O)OC2(C)CCc3ccccc3C12C (centres undefined) | i | -0.5 | -15.1 | 2.4 | -1.6 | -24.6 | 0.9 | -0.4 | -11.4
CC(C)C(NC(=O)CSCc1ccc([N+](=O)[O-])cc1)C(C)C | i | -0.2 | -15.1 | 0.1 | -3.3 | 8.0 | -1.4 | -3.3 | 5.2
CCn1cc(NC(=O)Nc2ccccc2C(=O)OC)c(C(N)=O)n1 | i | 1.4 | 10.7 | 1.6 | 1.9 | -10.0 | -5.4 | -9.6 | -3.7
CC1(c2nnnn2Cc2ccccc2)CCC(=O)N1Cc1cccnc1 (centres undefined) | i | 0.0 | 2.4 | . | -0.3 | -5.6 | 1.3 | -0.7 | -7.6
Cc1ccc(S(=O)(=O)/C(C#N)=C/c2c(N3CCN(Cc4ccccc4)CC3)nc3ccccn3c2=O)cc1 | i | 1.0 | -28.5 | -5.5 | -0.6 | 12.3 | -49.6 | -3.0 | 81.4*
CC1=NN(c2ccc(C(=O)O)cc2)C(=O)/C1=C/c1ccc(-c2ccccc2F)o1 | i | . | -9.5 | 2.9 | 3.4 | 1.2 | -92.0 | -1.6 | -2.2
CCOC(=O)c1c(NC(=O)c2ccccc2C(=O)O)sc2c1CCCC2 | i | 1.8 | -0.5 | -1.8 | -1.9 | -19.6 | -3.2 | -3.1 | -3.5
O=C(CSCC(=O)c1ccc([N+](=O)[O-])cc1)c1ccc([N+](=O)[O-])cc1 | i | . | 2.8 | 3.9 | 2.8 | 6.5 | -43.2 | -3.5 | 33.7
Cc1nnc(Cn2cnc3c2c(=O)n(C)c(=O)n3C)o1 | i | 0.9 | 1.9 | 1.5 | -1.9 | 3.3 | -2.2 | -1.1 | -4.4
Cc1ccc2c(c1)c1c(c(=O)n(-c3ccccc3)c(=O)n1CC(=O)NCC1CCCO1)n2C (centres undefined) | . | -1.1 | -8.7 | -1.2 | 0.5 | 16.1 | 2.7 | -3.5 | -7.0
COCCn1ccc(O)c(Cc2ccc(Cl)cc2)c1=O | i | -1.0 | -7.2 | 0.5 | -0.9 | 4.0 | 5.6 | -2.6 | -6.2
O=C(NCC1CCCO1)C1c2ccccc2Oc2ccccc21 (centres undefined) | i | -0.8 | 6.3 | 0.9 | -5.6 | 3.0 | 8.3 | -3.4 | -0.2
CCN(C[C@H]1N[C@@](CC)(C(=O)OC)[C@H]2C(=O)N(C)C(=O)[C@@H]12)C(=O)C1CCCCC1 | i | -0.1 | -5.6 | -0.7 | 1.7 | -4.5 | -1.1 | -6.6 | -10.4
Cc1nc2ccccc2n1CC(O)COc1ccccc1Cl (centres undefined) | i | 0.8 | 6.8 | 1.5 | 1.1 | -4.6 | 6.0 | -14.3 | -2.2
O=C(c1ccccc1)N1CCCN(c2nccc(C(F)(F)F)n2)CC1 | i | -0.4 | -3.2 | -1.9 | 1.8 | 3.5 | 7.1 | -2.4 | -6.5
Cc1cccc(NC(=O)C[n+]2cccc(C)c2)c1 | i | 1.3 | -14.6 | -2.5 | -1.5 | 16.2 | -4.8 | -4.5 | 0.8
COc1ccc(Cl)cc1NC(=O)CN(C)C(=O)c1sccc1-c1ccccc1 | i | -0.8 | -9.6 | -3.3 | -0.9 | 6.7 | -0.1 | -1.1 | 28.8
COc1cc(S(=O)(=O)Nc2ccccc2N2CCCCC2)ccc1NC(C)=O | i | 0.7 | 2.0 | 1.1 | 0.7 | 9.6 | 17.4 | -1.1 | 6.2

(list continues)
SMILES | Neddylation inh | MsrA inh | E coli Lon inh | Rin1 Abl inh | MT1-MMP act inh | SKN-1 block | CendR NRP1 mod | bovine MsrA act | FAS TE block
CC1(C)SCC(C(=O)O)NC1=O (centres undefined) | i | 0.9 | 3.9 | -1.4 | 3.4 | -5.6 | -2.8 | -3.1 | -6.5
O=C(Nc1cc(S(=O)(=O)N2CCCCC2)ccc1Cl)c1ccncc1 | i | 0.8 | 0.3 | 5.7 | -2.1 | 10.0 | 3.7 | -6.0 | -3.4
COC(=O)C(CC(C)C)NC(=O)c1ccc(F)cc1 (centres undefined) | i | -0.3 | -11.7 | 4.0 | 0.1 | 16.8 | -10.4 | -3.6 | -6.5
CCC1CCc2c(sc(NC(=O)c3cccnc3)c2C(N)=O)C1 (centres undefined) | i | -0.5 | -3.1 | 0.6 | 3.1 | 6.6 | 3.1 | -2.5 | -2.1
COc1ccc(OCc2nc3c4c(ncn3n2)-c2ccccc2CC42CCCC2)cc1 | i | 0.0 | 3.1 | 1.0 | 2.1 | 7.3 | 10.3 | 2.7 | 29.0
O=C1NC[C@H](CCCCN2C[C@H](Cc3ccc(O)cc3)N(CCc3ccc(O)cc3)C(=O)C2=O)N(CC2CCCCC2)C1=O | i | 0.5 | 2.4 | . | 2.9 | 3.1 | -19.0 | -0.4 | -2.8
COc1cccc(OC)c1NC(=O)NC(=O)c1c(OC)c(Br)cc([N+](=O)[O-])c1OC | i | 1.0 | -7.3 | -2.2 | 4.4 | 7.2 | 1.2 | -4.7 | 14.0

A second format for 3 compounds above.
Compound,Neddylation inh,MsrA inh,E coli Lon inh,Rin1 Abl inh,MT1-MMP act inh,SKN-1 block,CendR NRP1 mod,bovine MsrA act,FAS TE block
CC1(C)SCC(C(=O)O)NC1=O (centres undefined),i,0.9,3.9,-1.4,3.4,-5.6,-2.8,-3.1,-6.5
COC(=O)C(CC(C)C)NC(=O)c1ccc(F)cc1 (centres undefined),i,-0.3,-11.7,4.0,0.1,16.8,-10.4,-3.6,-6.5
O=C1NC[C@H](CCCCN2C[C@H](Cc3ccc(O)cc3)N(CCc3ccc(O)cc3)C(=O)C2=O)N(CC2CCCCC2)C1=O,i,0.5,2.4,.,2.9,3.1,-19.0,-0.4,-2.8
